# Screening data as filed in PubChem.
# IDE exosite FP: exo-site inhibitors of human insulin-degrading enzyme. purified IDE, FL-6b probe fluorescence polarization; hits give low values. z-score at 20 µM. actives 6.3% (n = 17,000). AID 1259349;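 active = z-score of -3 or lower, meaning strong loss of probe binding signal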;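 also: His-tagged human IDE residues 42-1019 made in E. coli with 30 nM FL-6b probe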
# Target sequence (P14735 42-1019 limits assumed): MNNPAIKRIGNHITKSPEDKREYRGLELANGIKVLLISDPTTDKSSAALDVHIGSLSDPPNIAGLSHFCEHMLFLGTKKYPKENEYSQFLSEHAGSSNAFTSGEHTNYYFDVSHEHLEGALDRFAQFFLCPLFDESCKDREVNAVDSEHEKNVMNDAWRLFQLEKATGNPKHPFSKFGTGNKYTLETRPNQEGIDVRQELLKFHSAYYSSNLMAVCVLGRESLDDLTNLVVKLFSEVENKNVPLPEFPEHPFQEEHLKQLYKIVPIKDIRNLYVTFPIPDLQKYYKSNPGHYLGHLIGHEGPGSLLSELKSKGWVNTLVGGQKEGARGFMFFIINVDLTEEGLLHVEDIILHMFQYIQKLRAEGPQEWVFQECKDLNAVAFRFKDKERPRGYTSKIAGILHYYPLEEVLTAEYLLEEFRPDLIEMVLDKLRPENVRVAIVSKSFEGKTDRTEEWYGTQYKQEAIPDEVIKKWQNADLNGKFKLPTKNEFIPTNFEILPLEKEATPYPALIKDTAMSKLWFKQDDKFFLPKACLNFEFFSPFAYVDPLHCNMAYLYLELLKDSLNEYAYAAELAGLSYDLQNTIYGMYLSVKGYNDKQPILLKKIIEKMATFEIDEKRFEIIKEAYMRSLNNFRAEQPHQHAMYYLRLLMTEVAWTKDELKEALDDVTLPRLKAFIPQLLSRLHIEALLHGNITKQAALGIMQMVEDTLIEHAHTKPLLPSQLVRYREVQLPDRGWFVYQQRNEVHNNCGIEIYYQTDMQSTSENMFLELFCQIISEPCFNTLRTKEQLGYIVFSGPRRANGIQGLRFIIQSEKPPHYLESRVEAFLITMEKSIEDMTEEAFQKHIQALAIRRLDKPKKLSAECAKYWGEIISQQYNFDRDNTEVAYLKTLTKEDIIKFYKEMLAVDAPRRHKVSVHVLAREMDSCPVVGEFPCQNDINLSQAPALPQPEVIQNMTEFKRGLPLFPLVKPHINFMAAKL
# * marks the source's active call; other numbers are inactive results. An excerpt; count on the stated rates, not on these rows.
IDE exosite FP	Molecule
1.4	CC(C)NC(=O)N1[C@H](CNC(=O)CN(C)C)[C@H](c2ccccc2)[C@@H]1CO
1.8	Cc1ccccc1S(=O)(=O)N1[C@@H](C#N)[C@@H](c2ccc(-c3ccccc3)cc2)[C@@H]1CO
4.4	COc1ccc(C#Cc2ccc([C@H]3[C@@H](CO)N4CCCCN(C(=O)Nc5ccccc5)C[C@H]34)cc2)cc1
-1.1	CN1CCN(C(=O)C[C@@H]2C[C@@H]3c4cc(NS(C)(=O)=O)ccc4O[C@@H]3[C@@H](CO)O2)CC1
3.2	O=C(Cc1cccnc1)N1CC(=O)N2[C@@H](CO)[C@H](c3ccc(C#CC4CC4)cc3)[C@@H]2C1
-0.22	C[C@H](NC(=O)C[C@@H]1CC[C@H]2[C@@H](COC[C@@H](O)CN2Cc2ccc(C(F)(F)F)cc2)O1)c1ccccc1
-1.4	CC(C)CC#Cc1ccc([C@H]2[C@@H](CO)N3C(=O)CN(C(=O)Nc4cc(F)ccc4F)C[C@@H]23)cc1
-0.86	O=C(C1CC1)N1CC(=O)N2[C@H](CO)[C@H](c3ccc(C#CCc4ccccc4)cc3)[C@H]2C1
0.55	C/C=C/c1ccc([C@H]2[C@@H](CO)N(CC3CCCC3)[C@H]2CNS(C)(=O)=O)cc1
-0.47	O=C(O)[C@H]1[C@H](CO)[C@H]2Cn3c(ccc(C4=CCCCC4)c3=O)[C@H]2N1Cc1ccc2c(c1)OCO2
0.41	Cc1ccc(S(=O)(=O)Nc2cccc3c2O[C@H](CN(C)C(=O)Nc2ccc(C(F)(F)F)cc2)[C@H](C)CN([C@H](C)CO)C3=O)cc1
0.99	COc1ccccc1-c1cnc2c(c1)C(=O)N([C@@H](C)CO)C[C@@H](C)[C@H](CN(C)C(=O)CC1CC1)O2
8	CN(Cc1cncnc1)C[C@@H]1N[C@H](CO)[C@@H]1c1ccc(-c2ccc(C#N)cc2)cc1
-2.1	CS(=O)(=O)N1[C@H](C#N)[C@@H](c2ccc(C#Cc3cccc(F)c3)cc2)[C@H]1CO
0.21	O=C(O)C[C@@H]1C[C@@H]2c3cc(NC(=O)Nc4ccc(C(F)(F)F)cc4)ccc3O[C@@H]2[C@H](CO)O1
1	COc1cccc(NC(=O)C[C@H]2CC[C@H]3[C@H](COc4ccc(NS(=O)(=O)c5cccc(F)c5)cc4C(=O)N3C)O2)c1
-0.39	COc1ccccc1NC(=O)N1CC(=O)N2[C@H](C1)[C@H](c1ccc(C#CC3CC3)cc1)[C@@H]2CO
2.1	COc1ccc(S(=O)(=O)N2CCCCN3[C@@H](CO)[C@H](c4ccc(C5=CCCC5)cc4)[C@@H]3C2)cc1
-2	C[C@@H]1CN([C@H](C)CO)C(=O)CCCn2cc(nn2)CO[C@H]1CN(C)C(=O)Nc1ccc2c(c1)OCO2
2.9	COc1ccccc1-c1ccc2c(c1)[C@H]1[C@H](CCN1Cc1ccccc1F)[C@@H](CO)N2
0.0074	C/C=C/c1ccc([C@H]2[C@H]3CN(S(=O)(=O)c4cccs4)CCCCN3[C@H]2CO)cc1
1.5	O=C(c1ccccc1)N1CC(=O)N2[C@H](C1)[C@@H](c1ccc(C#CCC3CCCC3)cc1)[C@@H]2CO
-0.24	CCCNC(=O)N1CCC2(CC1)CN(C(=O)CC1CC1)[C@H](CO)c1c2c2ccc(OC)cc2n1C
3	Cc1ccc(-c2ccc([C@H]3[C@@H](CO)N4CCCCN(C(=O)c5ccc(F)cc5)C[C@H]34)cc2)cc1
-0.3	O=C(C1CCOCC1)N1CC(=O)N2[C@H](C1)[C@H](c1ccc(C#CCc3ccccc3)cc1)[C@@H]2CO
-20*	Cc1cccc(-c2ccc([C@@H]3[C@H](CO)N4CCCCN(S(=O)(=O)c5cn(C)cn5)C[C@@H]34)cc2)c1
0.46	O=C(C[C@@H]1CC[C@@H]2[C@H](COC[C@@H](O)CN2Cc2cccc(Cl)c2)O1)NCc1cccc(F)c1
-1.3	COc1cccc(NC(=O)N2CC(=O)N3[C@@H](CO)[C@@H](c4ccc(C#CCC5CCCC5)cc4)[C@@H]3C2)c1
-1.1	CN(C)C(=O)C[C@@H]1CC[C@H]2[C@H](COc3ccc(NC(=O)C4CCCCC4)cc3C(=O)N2C)O1
3.5	O=C(N[C@@H]1CC[C@H](CCNS(=O)(=O)c2ccc(F)cc2)O[C@@H]1CO)C1CCC1
1.8	C[C@@H]1CCCCO[C@H](CN(C)C(=O)Nc2ccc3c(c2)OCO3)[C@@H](C)CN([C@@H](C)CO)C(=O)c2cc(NS(=O)(=O)c3ccc(F)cc3)ccc2O1
1.2	CO[C@H]1CN(C)C(=O)c2cccc(C#N)c2OCC[C@@H]2CC[C@@H](OC)[C@H](CN(C)C(=O)[C@@H]1C)O2
0.16	COc1ccc2c3c([nH]c2c1)[C@@H](CO)N(C(=O)Nc1c(C)noc1C)CC31CN(CC2CCOCC2)C1
-8.6*	Cc1cccc(-c2ccc([C@H]3[C@@H](CO)N4C(=O)CN(C(=O)c5cccnc5)C[C@@H]34)cc2)c1
4.9	N#C[C@@H]1[C@H](c2ccc(C#Cc3ccc(F)cc3)cc2)[C@@H](CO)N1C(=O)C1CC1
0.2	C/C=C/c1ccc([C@H]2[C@@H](CO)N(C(=O)c3ccccn3)C23CN(CCC(F)(F)F)C3)cc1
-0.28	CN(C)CC(=O)N1[C@@H]2c3ccc(C4=CCCCC4)c(=O)n3C[C@@H]2[C@@H](CO)[C@@H]1C(=O)Nc1nccs1
-1.5	CC(=O)N1CC(=O)N2[C@@H](CO)[C@H](c3ccc(-c4ccc(C)cc4)cc3)[C@@H]2C1
2.3	CCCC#Cc1ccc([C@@H]2[C@H](C#N)N(S(=O)(=O)c3cccc(F)c3)[C@H]2CO)cc1
0.63	O=C(C[C@H]1C[C@H]2c3cc(NC(=O)CC4CC4)ccc3O[C@H]2[C@@H](CO)O1)NCC1CC1
0.88	COc1ccc2c3c(n(C)c2c1)[C@H](CO)N(C(=O)CC1CC1)CC31CN(Cc2ccncc2)C1
0.079	Cc1noc(C)c1S(=O)(=O)Nc1ccc2c(c1)CC(=O)N([C@H](C)CO)C[C@H](C)[C@H](CN(C)Cc1ccc(Oc3ccccc3)cc1)O2
0.72	CC(C)C#Cc1ccc([C@H]2[C@@H](CO)N3C(=O)CN(S(=O)(=O)c4ccccc4)C[C@H]23)cc1
-2	CCCNC(=O)N1CC(=O)N2[C@H](CO)[C@H](c3ccc(C#Cc4cccc(OC)c4)cc3)[C@@H]2C1
2.5	COc1ccc(-c2ccc([C@@H]3[C@H]4CN(Cc5ccc(F)cc5)CC(=O)N4[C@H]3CO)cc2)cc1
4	O=C(C[C@@H]1C=C[C@H](NC(=O)c2cnccn2)[C@H](CO)O1)NCc1ccccc1F
1.5	C[C@@H]1CCCCO[C@@H](CN(C)C(=O)NC2CCCCC2)[C@H](C)CN([C@@H](C)CO)C(=O)c2cc(N(C)C)ccc2O1
0.6	O=C(Nc1ccccc1F)N1CC(=O)N2[C@@H](CO)[C@@H](c3ccc(C#Cc4ccc(F)cc4)cc3)[C@@H]2C1
-1.3	CN1C(=O)c2cc(NC(=O)c3cccc(Cl)c3)ccc2OC[C@H]2O[C@H](CC(=O)NC3CCCCC3)CC[C@@H]21
0.6	CO[C@H]1CN(C)C(=O)c2cc(NC(=O)c3ccc(F)cc3)ccc2OC[C@@H](C)N(C(=O)CC2CC2)C[C@@H]1C
0.28	O=C(c1cccnc1)N1CC(=O)N2[C@H](CO)[C@H](c3ccc(-c4ccc(F)cc4)cc3)[C@@H]2C1
-0.52	COc1ccc2c3c([nH]c2c1)[C@H](CO)N(Cc1ccccc1OC)CC31CCN(S(=O)(=O)c2ccccc2)CC1
0.79	C[C@H](CO)N1C[C@H](C)[C@@H](CN(C)C(=O)CCC(F)(F)F)OCc2ccccc2-c2ccccc2C1=O
-0.5	O=C(CN1CCOCC1)NC[C@H]1N[C@H](CO)[C@@H]1c1ccc(-c2ccccc2)cc1
2.3	CCCNC(=O)N1[C@H](CO)[C@H](c2ccccc2-c2cccc(OC)c2)[C@@H]1C#N
-0.44	C[C@@H](O)C#Cc1ccc([C@@H]2[C@H](CO)N3CCCCN(CC4CC4)C[C@@H]23)cc1
0.4	CC(C)[C@@H]1C(=O)N[C@@H](c2ccc(F)cc2)CC=CC[C@H](C)Oc2ccccc2C(=O)N1C (mixture of isomers)
3.7	O=S(=O)(c1ccccc1)N1CCCCN2[C@H](CO)[C@@H](c3ccc(-c4cncnc4)cc3)[C@@H]2C1
1.5	O=C(Nc1ccccc1)N1CC(=O)N2[C@@H](CO)[C@@H](c3ccc(C#Cc4cccnc4)cc3)[C@@H]2C1
2.2	CCCNC(=O)N1[C@H](CNC(=O)c2ccccc2)[C@@H](c2ccccc2)[C@@H]1CO

# (listing goes on)
IDE exosite FP	Molecule
1.7	OC[C@@H]1[C@@H]2c3ccccc3NC[C@@H]2N1CC1CCOCC1
1.2	N#C[C@@H]1[C@@H](c2ccc(C#CC3CCCC3)cc2)[C@H](CO)N1C(=O)Cc1ccccn1
-0.32	COc1ccc2c3c(n(C)c2c1)[C@H](CO)N(C(=O)Nc1ccc(F)cc1)CC31CCN(C(=O)c2ccc3c(c2)OCO3)CC1
-0.76	COc1ccc(CN2C[C@@H](O)COC[C@H]3O[C@@H](CC(=O)N(C)C)CC[C@@H]32)cc1
-2	CN1C(=O)c2cc(NC(=O)Cc3cccs3)ccc2OC[C@@H]2O[C@H](CC(=O)N[C@H]3CCN(Cc4ccccc4)C3)CC[C@@H]21
3.5	C[C@@H](O)C#Cc1ccc([C@@H]2[C@@H](CO)N3CCCCN(C(=O)Nc4ccccc4)C[C@H]23)cc1
2.3	N#Cc1ccc(-c2ccc([C@H]3[C@H]4CN(S(=O)(=O)c5ccccc5)CCCCN4[C@H]3CO)cc2)cc1
-3.6*	CCCNC(=O)N1CC(=O)N2[C@H](C1)[C@H](c1ccc(-c3ccc(C)cc3)cc1)[C@@H]2CO
-0.075	CO[C@@H]1CN(C)C(=O)c2cc(NC(C)=O)ccc2OC[C@@H](C)N(S(C)(=O)=O)C[C@@H]1C
2	COc1ccc(C#Cc2ccc([C@@H]3[C@H]4CN(C(=O)Nc5ccccc5F)CC(=O)N4[C@H]3CO)cc2)cc1
0.77	CO[C@H]1CN(C)C(=O)c2cc(NC(=O)c3ccc4c(c3)OCO4)ccc2OC[C@@H](C)N(CCC(F)(F)F)C[C@@H]1C
0.0011	Cc1ccc(S(=O)(=O)Nc2ccc3c(c2)C(=O)N(C)[C@H]2CC[C@@H](CC(=O)NCCc4ccncc4)O[C@@H]2CO3)cc1
-0.0043	C[C@H]1CN([C@@H](C)CO)C(=O)c2cccc(N(C)C)c2O[C@@H]1CN(C)C(=O)Nc1ccc(F)cc1
2.4	N#C[C@H]1[C@@H](c2ccc(C3=CCCC3)cc2)[C@@H](CO)N1C(=O)Nc1ccccc1F
2.6	CN1C[C@H]2[C@@H](c3ccccc31)[C@@H](CO)N2S(=O)(=O)c1ccccc1

# Structural class: the entries above with a thiophene ring, fused or not
IDE exosite FP	Molecule
0.0074	C/C=C/c1ccc([C@H]2[C@H]3CN(S(=O)(=O)c4cccs4)CCCCN3[C@H]2CO)cc1
-2	CN1C(=O)c2cc(NC(=O)Cc3cccs3)ccc2OC[C@@H]2O[C@H](CC(=O)N[C@H]3CCN(Cc4ccccc4)C3)CC[C@@H]21

# (listing goes on)
IDE exosite FP	Molecule
-4.2*	CCS(=O)(=O)Nc1ccc2c(c1)C(=O)N(C)[C@H]1CC[C@@H](CC(=O)NCc3ccc(OC)cc3)O[C@@H]1CO2
1.1	C[C@@H]1CN([C@@H](C)CO)C(=O)c2cc(NC(=O)Nc3ccc(C(F)(F)F)cc3)ccc2O[C@@H](C)CCCCO[C@@H]1CN(C)S(=O)(=O)c1ccc(Cl)cc1
-0.45	CCCC#Cc1ccc([C@@H]2[C@@H](C#N)N(C(=O)C3CC3)[C@@H]2CO)cc1
-12*	COc1ccccc1C#Cc1ccc([C@@H]2[C@H]3CN(S(C)(=O)=O)CCCCN3[C@H]2CO)cc1
0.63	O=C(c1cccc(F)c1)N1CCCCN2[C@@H](CO)[C@@H](c3ccc(C#CC4(O)CCCC4)cc3)[C@@H]2C1
2.1	O=S(=O)(c1cccc(F)c1)N1CC[C@H]2[C@H](CO)Nc3ccc(C#Cc4ccccc4F)cc3[C@H]21
-14*	COc1cccc(-c2ccc([C@@H]3[C@@H](CO)N4CCCCN(S(=O)(=O)c5cn(C)cn5)C[C@@H]34)cc2)c1
-1.8	COc1ccc2c3c(n(C)c2c1)[C@H](CO)N(Cc1cc(F)ccc1F)CC31CN(C(=O)C2CC2)C1
1.6	COc1ccccc1NC(=O)N1CC(=O)N2[C@H](CO)[C@H](c3ccc(-c4ccc(C)cc4)cc3)[C@@H]2C1
-2.1	COC(=O)C[C@@H]1C[C@H]2c3cc(NC(=O)C4CCOCC4)ccc3O[C@H]2[C@H](CO)O1
-3.3*	COCC(=O)NC[C@H]1N[C@H](CO)[C@H]1c1ccc(-c2ccccc2F)cc1
-0.13	CN(C)C(=O)c1cccc(-c2ccc3c(c2)[C@@H]2[C@@H](CCN2Cc2nccs2)[C@@H](CO)N3)c1

# Given as comma-separated lines: 5 of the compounds above
Compound,IDE exosite FP
CC(C)NC(=O)N1[C@H](CNC(=O)CN(C)C)[C@H](c2ccccc2)[C@@H]1CO,1.4
Cc1ccccc1S(=O)(=O)N1[C@@H](C#N)[C@@H](c2ccc(-c3ccccc3)cc2)[C@@H]1CO,1.8
COc1ccc(C#Cc2ccc([C@H]3[C@@H](CO)N4CCCCN(C(=O)Nc5ccccc5)C[C@H]34)cc2)cc1,4.4
CN1CCN(C(=O)C[C@@H]2C[C@@H]3c4cc(NS(C)(=O)=O)ccc4O[C@@H]3[C@@H](CO)O2)CC1,-1.1
O=C(Cc1cccnc1)N1CC(=O)N2[C@@H](CO)[C@H](c3ccc(C#CC4CC4)cc3)[C@@H]2C1,3.2
